Bioassay records (PubChem BioAssay)
KDM5B inh: KDM5B demethylase inhibition | KDM5B demethylase, FDH-coupled NADH fluorescence (FDH is formaldehyde dehydrogenase) | AID 1347165 | Q9UGL1 | Potency, µM (titrated, usually from 57.7 µM), inactives show at the top dose activity change, negative = inhibition, hits mostly inhibitors | hit rate 2.6% among 220,000; active means well fitted inhibition curve with a large enough effect; inconclusive means small, poorly fitted or top-dose-only effect; inactive means no such curve, though single readings can be large or run the other way; further: 0% is about no effect; nearly all actives have a fitted effect of over 70% in size
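Here, H3K4me3 peptide (12.5 µM in substrate mix) is demethylated by KDM5BΔAP, 200 nM final, after 10 min compound exposure. Formaldehyde product is coupled through FDH (0.25 U/mL in mix) to NADH fluorescence; 30-min ΔRFU feeds dose-response curves.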
The depositor's hits bear a star; ? = inconclusive; [ ] = remark or other dose. Potency means the concentration at half of the fitted maximal effect. This is a subset; rates above refer to the full screens.

cpd | Molecule | KDM5B inh
1 | Cc1ccc(NC(=O)NC(=O)C(C)Cl)c(C)c1 (stereo unspecified) | 18%
2 | CCc1nn(CC(=O)Nc2cccc(C(C)=O)c2)c(=O)c2cc3sccc3n12 | ?
3 | O=C(c1cc(-c2ccccc2)on1)N(Cc1ccccc1)Cc1ccco1 | -18%
4 | COc1ccc(-c2cc(C(=O)Oc3ccc(Br)cc3)c3ccccc3n2)cc1 | ?
5 | CN(Cc1ccccc1)Cc1nnc(C(=O)N2CCC[C@@H]2c2cccc(F)c2)n1-c1ccccc1 | 42%
6 | Cc1ccc(-n2nnnc2SCC(=O)N2CCN(CC(=O)N3CCCC3)CC2)cc1C | -11%
7 | CC(C)CC(=O)Nc1ccc(C(=O)COC(=O)C2CC(=O)N(Cc3ccccc3)C2)cc1 (stereo unspecified) | 24%
8 | COc1cccc(S(=O)(=O)N2CCCC(Cc3nncn3CC3CC3)C2)c1 (stereo unspecified) | -9%
9 | CC1=C[C@@H](CNC(=O)c2ccccn2)[C@H](C(C)C)C[C@H]1Cc1nnc(-c2ccncc2)o1 | -9%[86.2 µM]
10 | COc1ccc(-n2c(=S)[nH]c3cc(C(=O)N4CCN(c5ccccc5)CC4)ccc3c2=O)cc1 | 7%
11 | O=S(=O)(c1ccccc1)c1nnn2c1nc(NCc1ccc(Cl)cc1)c1sccc12 | -10%
12 | O=C(Nc1ccccc1C(=O)OCC(=O)C12CC3CC(CC(C3)C1)C2)c1ccc([N+](=O)[O-])cc1Cl | 13%
13 | Cc1noc2ncnc(N3CCC4(CC3)CC(c3ccccc3)CN(C)C4)c12 (stereo unspecified) | -27%
14 | Cc1cccc(C)c1NC(=O)Cn1ccn2nc3c(c2c1=O)CCCCC3 | -35%
15 | NS(=O)(=O)c1ccc(NN=C2c3ccccc3-c3ccccc32)c([N+](=O)[O-])c1 | 12%
16 | COc1ccc(-c2cn3cc(C(=O)NCCO)nc3c(=O)n2CC2CC2)c(F)c1 | 5%
17 | Cc1ccc(C(=O)N2CC3(C2)C(=O)Nc2ccccc23)cc1 | -2%[149 µM]
18 | CCCCNc1ncnc2sc3c(c12)CCN(CCC)C3 | ?
19 | Cc1ccc2cc(CN(c3ccccc3)S(C)(=O)=O)c(=O)[nH]c2c1 | ?
20 | O=C(c1nnc(CN2CCN(c3ccccn3)CC2)n1-c1ccccc1)N1CCC[C@@H]1c1nc2ccccc2[nH]1 | ?
21 | CCN(C(=O)c1cc2c(=O)oc3ccccc3c2s1)c1cccc(C(F)(F)F)c1 | -16%
22 | Cc1ccc(NC(=O)N2CC(C(=O)N(C)C)C3(CCOCC3)C2)c(Cl)c1 (stereo unspecified) | -14%
23 | N=C(N)SCc1ccc(Cl)c(Cl)c1 | 14%
24 | CCOc1ccccc1CNCc1c(C(=O)O)n(Cc2ccccc2)c2cc(OC)ccc12 | 16%
25 | COc1ccccc1C1=NOC(Cn2c(=O)c3c(ncn3C)n(C)c2=O)C1 (stereo unspecified) | -19%
26 | COc1ccc(-n2nc(C3CCN(Cc4ccc(C#N)cc4)CC3)[nH]c2=O)cc1 | -3%
27 | O=C(O)C1(c2ccc(Br)cc2)CCC1 | 13%
28 | CN(C)C(=O)c1cc(C(C)(C)C)nc2c1cnn2C | -5%[149 µM]
29 | CS(=O)(=O)N1CCC(Oc2ccccc2-c2nc(C3CC3)no2)C1 (stereo unspecified) | -4%
30 | COc1c(F)cc(CN(CCO)Cc2ccc(SC)cc2)cc1Cl | -20%
31 | CCc1ccc(NC(=O)c2cnn(-c3c(C)cccc3C)c2C2CCN(C(=O)OC(C)(C)C)CC2)cc1 | 8%
32 | COc1ccc(/C=N/O)cc1OC | 14%
33 | CC1=CCCC(C)(C)C1/C=C/C(C)=N\NC(=S)Nc1cccnc1 (stereo unspecified) | ?
34 | CCCc1cc(=O)n2[nH]c(C)c(-c3ccc(OC)cc3)c2n1 | 0%
35 | Cc1ccc(NC(=O)Cn2cnc3onc(-c4ccc(F)cc4)c3c2=O)c(Cl)c1 | -3%
36 | O=C1NC2(CCN([S+](=O)([O-])c3cccs3)C2)Oc2ccccc21 (stereo unspecified) | 5%

Given with values ahead of the structure: entries from further up
no.	KDM5B inh	SMILES
20	?	O=C(c1nnc(CN2CCN(c3ccccn3)CC2)n1-c1ccccc1)N1CCC[C@@H]1c1nc2ccccc2[nH]1
21	-16%	CCN(C(=O)c1cc2c(=O)oc3ccccc3c2s1)c1cccc(C(F)(F)F)c1
22	-14%	Cc1ccc(NC(=O)N2CC(C(=O)N(C)C)C3(CCOCC3)C2)c(Cl)c1 (stereo unspecified)
23	14%	N=C(N)SCc1ccc(Cl)c(Cl)c1
24	16%	CCOc1ccccc1CNCc1c(C(=O)O)n(Cc2ccccc2)c2cc(OC)ccc12
25	-19%	COc1ccccc1C1=NOC(Cn2c(=O)c3c(ncn3C)n(C)c2=O)C1 (stereo unspecified)
26	-3%	COc1ccc(-n2nc(C3CCN(Cc4ccc(C#N)cc4)CC3)[nH]c2=O)cc1
27	13%	O=C(O)C1(c2ccc(Br)cc2)CCC1
28	-5%[149 µM]	CN(C)C(=O)c1cc(C(C)(C)C)nc2c1cnn2C
29	-4%	CS(=O)(=O)N1CCC(Oc2ccccc2-c2nc(C3CC3)no2)C1 (stereo unspecified)
30	-20%	COc1c(F)cc(CN(CCO)Cc2ccc(SC)cc2)cc1Cl
31	8%	CCc1ccc(NC(=O)c2cnn(-c3c(C)cccc3C)c2C2CCN(C(=O)OC(C)(C)C)CC2)cc1
32	14%	COc1ccc(/C=N/O)cc1OC
33	?	CC1=CCCC(C)(C)C1/C=C/C(C)=N\NC(=S)Nc1cccnc1 (stereo unspecified)

Later entries
cpd | Molecule | KDM5B inh
37 | CCCCn1c(=O)[nH]c(=O)c2c1nc(-c1ccc(OC)c(C)c1)n2C | ?
38 | CN1CCN(C2(CNC(=O)COc3ccc(C(C)(C)C)cc3)CCCCC2)CC1 | -3%
39 | CC(C)NC(=O)CCN1C(=O)c2ccccc2Sc2ncccc21 | -25%
40 | CCc1ccccc1N1C(=O)N(CC(=O)c2ccc(OC)cc2)c2ccccc2S1(=O)=O | -15%
41 | CCOc1ccc(NC(=O)c2cnn(-c3ccc(C)cc3)c2-n2cccc2)cc1 | 13%
42 | Cn1c(=O)c2c(nc(NCc3ccccc3)n2Cc2ccc(Br)cc2)n(C)c1=O | 11%
43 | Cc1oc2cc(OC(=O)c3cccs3)ccc2c(=O)c1-c1ccccc1 | 6%
44 | COc1ccc(C(=O)C(C)Sc2nncn2-c2ccccc2OC)cc1 (stereo unspecified) | 5%
45 | Cn1nc(C(=O)N2CC[C@H]3C(=O)NCCCCCCN(Cc4ccncc4)[C@@H]3C2)c2ccccc21 | ?
46 | CC(C)(C)C(=O)N1CCC2(CC1)CC(c1ccccc1)C(=O)N(C1CC1)C2 (stereo unspecified) | -10%
47 | COc1ccccc1N1CCC(N2CCN(CCCc3ccccc3)C(CCO)C2)CC1 (stereo unspecified) | -4%
48 | O=C(O)c1ccccc1-c1cn(Cc2nnc3ccccn23)nn1 | 19%
49 | O=C(Nc1cccc(F)c1)N1CCN(Cc2ccc(Cl)s2)CC1 | 4%
50 | Cc1cccc(C(=O)N2C(C(=O)NCC(C)C)COC23CCN(C(=O)c2ccc(F)cc2)CC3)c1 (stereo unspecified) | 14%
51 | Cn1nccc1CN1CCC2(CN[S+](=O)([O-])c3ccccc3N2)C1 (stereo unspecified) | -27%
52 | COc1ccc(N(CCC(=O)NCCc2ccccc2)S(=O)(=O)c2ccc(C)cc2C)cc1 | -7%
53 | Cc1ccc2c(c1)NC(=O)c1cc(S(=O)(=O)N(C)c3ccc(Br)cc3)ccc1O2 | -17%
54 | Oc1c(Cl)cc(Cl)cc1Br | 5%
55 | Cc1ccc(C(=O)NC(Nc2ccc(Cl)cc2)C(Cl)(Cl)Cl)cc1 (stereo unspecified) | -17%
56 | C[S+](=O)([O-])N1Cc2ccccc2CC2(CCCN(Cc3ccncc3)C2)C1 (stereo unspecified) | -10%[115 µM]
57 | Cc1ccc(NC(=O)C2CCCN(S(=O)(=O)c3cccc4cccnc34)C2)cc1Cl (stereo unspecified) | ?
58 | NCc1ccc(CN2CCCCCCC2)cc1 | -4%
59 | O=C(Nc1nc2ccccc2[nH]1)Nc1ccccc1F | 2%
60 | CNC(C)c1ccco1 (stereo unspecified) | ?
61 | CCOc1ccccc1C1NC(=O)N(CC(=O)Nc2ccccc2OC)C2=C1C(=O)OC2 (stereo unspecified) | -10%
62 | CN(C)CCCOC(=O)COc1ccccc1 | 26%
63 | O=C(NCCc1ccc(Cl)cc1)c1cc(-c2cccc(C(F)(F)F)c2)c2nncn2n1 | 79µM*
64 | CCNC(=O)NC(=O)C(C)Sc1nc(-c2ccccc2)c(-c2ccccc2)o1 (stereo unspecified) | 0%
65 | O=C(CSc1nc2cc(Cl)ccc2s1)NCCc1ccc(F)cc1 | 15%
66 | O=S(=O)(c1ccc(OC(F)(F)F)cc1)N1CCN(Cc2ncc(-c3ccccc3)o2)CC1 | -28%
67 | Cc1nc2ccc(Cl)cc2cc1C(=O)NC(C)c1ccccc1 (stereo unspecified) | -9%
68 | CN(C)c1ccc(C(O)P(=O)(OCc2ccccc2)c2ccc(N(C)C)cc2)cc1 (stereo unspecified) | 20%
69 | O=C(c1ccccc1)c1ccccc1NC(=O)c1cc2ccccc2oc1=O | 23%
70 | CN1C(=O)c2cccn2CC1CNS(=O)(=O)Cc1ccccc1F (stereo unspecified) | -15%
71 | COC(=O)c1ccc2c3c(cccc13)CC2 | ?
72 | COc1cccc(NC(=O)/C(C#N)=C/c2c(C)n(Cc3ccccc3)c3ccccc23)c1 | -22%
73 | CC1(C)[C@H](Cc2cc(CN3CCCCC3)on2)C[C@@H]1NC(=O)c1ccccc1 | -15%[86.2 µM]
74 | OCC(O)CNc1nccc(C2(c3ccccc3Cl)CCNCC2)n1 (stereo unspecified) | -27%
75 | CC(=O)c1ccc(N2CCN(C(=O)c3csc(-c4ccc(C(C)C)cc4)n3)CC2)cc1 | 0%
76 | Cc1ccc(C)c(-c2cc3c(=O)n(CCNC(=O)c4cccs4)ccn3n2)c1 | ?
77 | Cc1cc(C)n(CCC(=O)N[C@@H]2CN(Cc3ccccc3)C[C@H]2CN(C)C)n1 | -28%
78 | CCC(C)(C)C1CCC(=NNC(=S)Nc2ccccc2C(F)(F)F)CC1 (stereo unspecified) | -20%
79 | O=C(N=C(c1ccccc1)c1ccccc1)c1ccco1 | -1%
80 | CCOc1ccc(-c2cc3c(=O)n(CCNC(=O)c4ccc(OC)c(F)c4)ccn3n2)cc1 | 2%
81 | Cc1nnc(N2CCN(C(=O)NCCC(C)C)CC2)c2nn(-c3ccc(Cl)cc3)c(C)c12 | -26%
82 | CC(/C=N/NC(=O)c1cnccn1)=C\c1ccco1 | -20%
83 | CC(C)Cn1nc(C(=O)N2CCCC2c2ccc3c(c2)OCCCO3)c2ccccc2c1=O (stereo unspecified) | 5%
84 | CCOC(=O)c1sc(N2C(=O)c3oc4ccc(F)cc4c(=O)c3C2c2cccc(OC)c2)nc1C (stereo unspecified) | 15%
85 | CCc1ccc(CNc2nc3nc(C)c(Cc4ccccc4)c(=O)n3[nH]2)cc1 | -11%
86 | C=CCc1ccccc1OCc1ccc(C(=O)O)cc1 | -6%
87 | O=C(NCCc1ccco1)C1c2ccccc2C(=O)N(Cc2ccccc2)C12CCCC2 (stereo unspecified) | -21%
88 | O=C(c1c(OCC2CC2)cc(=O)n2c1CCOCC2)N1CCN(c2ncccn2)CC1 | ?
89 | COc1ccc(Cl)cc1NC(=O)Cn1c(=O)cc(C(=O)N2CCCC2)c2ccccc21 | 0%
90 | COc1cc(COC(=O)c2c(OC)cccc2OC)ccc1OC(F)F | 6%
91 | O=C1NCCCCCCN(C(=O)Nc2ccccc2F)[C@H]2CCC[C@@H]12 | 18%
92 | Cc1[nH]cnc1-c1nccn1CCCNc1cccnc1 | -14%
93 | NC(=O)CN1CCCC(C(=O)N2CCC(O)(c3cccnc3)CC2)C1 (stereo unspecified) | -19%
94 | CC(C)Oc1ccc(CNC(=O)c2ccc(NC(=O)c3nsc4ccccc34)cc2)cc1 | ?
95 | COc1cccc(NC(=O)c2ccc3c(c2)C(O)CCCCCN3C)c1 (stereo unspecified) | ?
96 | Cc1cc(N2CCC(NC(=O)c3ccc4nc[nH]c4c3)C2=O)ccc1F (stereo unspecified) | -16%

Next results follow:
cpd | Molecule | KDM5B inh
97 | Cc1ccc(C2CC(=O)C3=C(C2)OC(N)=C(C#N)C3c2ccc(Cl)c(Cl)c2)cc1 (stereo unspecified) | -15%
98 | Cc1nn(CCC(=O)Nc2ccc(Cl)cc2F)c(=O)c(C#N)c1C | 15%
99 | COc1ccc(-c2nc(C)nc3c2CCN(CCC(C)C)CC3)cc1 | ?
100 | C=CCCC(=O)N1CCC2(CCCN(Cc3cccc(F)c3F)C2=O)C1 (stereo unspecified) | 45%[activator]
101 | COC(=O)c1ccc(OC(=O)c2ccc(SC)cc2OC)cc1 | -3%
102 | CC1(C)CC(=O)C2=C(C1)Nc1[nH]n(-c3ccccc3)c(=O)c1C2c1ccc(Br)cc1 (stereo unspecified) | 4%
103 | CC1=NS(=O)(=O)N(Cc2ccccc2)C=C1C(=O)OCc1nc(-c2cccs2)no1 | 2%
104 | Cn1cccc1CN1CCC2(C1)C(=O)N(Cc1ccccc1)c1ccccc12 (stereo unspecified) | -21%
105 | O=C(NCc1ccccn1)c1ccsc1 | -1%
106 | CNC(=O)CCNC(=O)c1cc(-c2ccc(OC)cc2)nc2ccccc12 | ?
107 | Cc1nc(-c2ccc(S(=O)(=O)NCc3ccccc3Cl)cc2)co1 | -1%
108 | CCOC(=O)N1C/C(=C\c2ccccc2)C(=O)/C(=C/c2ccccc2)C1 | ?
109 | CC(C)(CNC(=O)c1ccccc1)CNC(=O)c1ccccc1 | 4%
110 | Cc1ccc(Cl)cc1NC(=O)N[C@H](C)C(=O)O | -22%
111 | Cc1nn(-c2nc3c(c(=O)[nH]c(=O)n3C)n2Cc2ccccc2Cl)c(C)c1C | -5%
112 | O=C1Nc2ccccc2CC12CN(CC1CCOCC1)C2 | ?
113 | Cc1ccccc1/C=C1\Oc2cc(OS(C)(=O)=O)ccc2C1=O | -5%
